High-throughput results (PubChem BioAssay)
PAX8 reporter: PAX8 transcriptional activity inhibition | 1.2% of 360,000 active | inhibition, % at 12.6 µM | RMG-I TPO-luciferase reporter, SteadyGlo, 24 h;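 active = mean replicate inhibition at least 60% with every replicate also reaching 60%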;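 note: luciferase light reporting Pax8 driven TPO promoter activity; plate controls were median of neutral control wells for no effect and mitoxantrone controls for full effect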
Cneo AK release: Cryptococcus neoformans lysis via adenylate kinase release; C. neoformans lysis, adenylate kinase release luminescence, 4 h; normalised: neutral wells 0, clomiphene wells 100; lysis activity, % at 15 µM; 0.2% of 360,000 active; AID 651654;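 active = mean lysis activity across replicates of at least 80%, whatever share of replicates individually reach that level; inactive = mean lysis activity below 80%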
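Test system: log-phase Cryptococcus neoformans yeast cells; Quantity: yeast cell density of 5 × 10^6 cells/mL; Buffer or medium: YPD; Doses: single compound concentration per well; Timing: 4 h at 37 °C static, read 1 h later; Measured by: AK luminescence; Read-out basis: lysis from increased AK signal; Control set: Clomiphene as positive control.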
C2C12 statin: protects C2C12 myotubes from simvastatin toxicity; ATP luminescence, 48 h; scaled: DMSO 0, geranylgeraniol control 100; rescue of ATP level, % at 7.49 µM; 0.78% of 330,000 active; AID 602340;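 active = mean ATP rescue above about 67%, or every replicate alone reaching that limit, limit read from the data, passing the limit was not always enough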;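 note: myotubes were challenged with 10 µM simvastatin during compound exposure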
PglD inh: inhibitors of Campylobacter jejuni PglD acetyltransferase; purified PglD enzyme, DTNB colorimetric CoA detection; inhibition, % at 12.5 µM; 0.098% of 360,000 active; in the data active = inhibition above about 16%, passing the limit was not always enough; note: strong numbers were not always called active
PGC1a acetyl inh: modulators of PGC1a acetylation; 0.17% of 350,000 active; inhibition, % at 15.6 µM; U2OS PGC1a acetylation, AlphaScreen anti-acetyl-lysine; with virally co-expressed GCN5 acetyltransferase;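 active = every replicate shows inhibition of at least 40%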;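 note: 0% = neutral control wells and 100% = positive control wells; some results beyond the cut were filed as inactive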
INS-1E GSIS act: GLuc luminescence reporter in INS-1E cells, primary screen for activators of glucose-dependent secretion of insulin; INS-1E GLuc reporter insulin secretion, 2-3 h; activation, % at 16.6 µM; 0.61% of 370,000 active; AID 743287;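 active = lowest replicate activation of at least 40%, so every replicate reaches that level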;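 note: 0% = median of neutral control wells and 100% = median of IBMX positive control wells; some compounds called inactive have numbers as strong as hits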
LGR2 inh: Drosophila LGR2 receptor signaling inhibition. HEK293 LGR2, CRE-luciferase, bursicon-stimulated, 4 h. inhibition, % at 9.99 µM. 0.35% of 380,000 active. AID 720647;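 active = drop in luminescence signal, shown as inhibition above about 50% in the replicate tests, limit read from the data, passing the limit was not always enough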;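 note: agonist challenge used bursicon conditioned medium at about half maximal strength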
ARNT-TACC3 inh: disrupts binding between human ARNT and TACC3 | AlphaScreen His-ARNT PAS-B/GST-TACC3 binding, luminescence; TACC3 fragment carries E629A point mutation | inhibition, % at 9.99 µM | 0.66% of 390,000 active | Q9Y6A5 | AID 623870;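 active = mean inhibition of replicates at least 50% and at least half of replicates each reaching 50%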;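 note: 0% = complete ARNT plus TACC3 wells and 100% = ARNT alone without TACC3; many hits fall short of the cut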
The depositor's hits bear a star; . = no result given.

SMILES	PAX8 reporter	Cneo AK release	C2C12 statin	PglD inh	PGC1a acetyl inh	INS-1E GSIS act	LGR2 inh	ARNT-TACC3 inh
CN(CC(=O)Nc1ccc(F)cc1)c1ccc(S(=O)(=O)N2CCCC2)cn1	21	1	10	3	3	-14	7	7
O=C(c1noc2c1CCCCC2)N1CCN(C(c2ccccc2)c2ccccc2)CC1	-9	.	.	.	5	-5	-10	0
CCOC(=O)c1c(N)sc2c1CCSC2	.	-1	6	-5	6	20	0	6
CC1(C)C(=O)Nc2ccccc2N1C(=O)COC(=O)c1cc(Cl)cc(Cl)c1	13	1	7	-5	10	-43	-4	.
COc1cccc(CNC(=O)C[C@@H]2CC[C@H](NC(=O)C3CCOCC3)[C@@H](CO)O2)c1	8	-4	-5	2	-1	2	23	-6
N#CCC(=O)NNC(=S)Nc1ccccc1C(F)(F)F	15	.	.	.	-8	-22	26	3
O=C(Nc1ccccc1)[C@H]1[C@H](CO)[C@H]2Cn3c(cccc3=O)[C@H]2N1C(=O)C1CCCC1	.	-3	-4	-2	.	-1	-4	-10
COc1ccc(Cn2c(N)c(C#N)c3nc4ccccc4nc32)cc1	.	4	37	-1	9	0	-2	-13
O=C(CCn1c(=O)sc2ccccc21)NC1=NCCS1	.	-2	-21	2	11	6	-1	29
CC(C)[N+]1=C2C=CC=CC=C2SC12C([N+](=O)[O-])=CC(=[N+]([O-])[O-])C=C2[N+](=O)[O-] (stereo unspecified)	32	4	14	-2	-27	1	9	23
COCCN(C(=O)CSCc1ccc(C)cc1)c1c(N)n(CC(C)C)c(=O)[nH]c1=O	7	.	7	.	0	-1	2	.
CCN(CC)CCN(C(=O)Cn1nnc(-c2ccc(C)o2)n1)C(C(=O)NC1CCCC1)c1ccc(F)cc1 (stereo unspecified)	14	0	-24	-3	.	3	15	.
O=C(COC(=O)c1ccc(O)cc1O)c1ccc2c(c1)OCO2	-73	-9	8	-3	5	15	-24	0
O=C(NCCc1ccc(F)cc1)C1CCC(=O)N(CC2CCCCC2)C1 (stereo unspecified)	-12	-3	-2	11	.	4	-3	.
COC(=O)c1ccccc1NS(=O)(=O)c1ccc(NC(C)=O)cc1	5	1	-1	6	-6	2	.	-8
O=C(O)CC(CC(=O)Nc1ccc(-n2ccc(C(F)(F)F)n2)cc1)c1ccccc1 (stereo unspecified)	-38	-1	-2	1	3	.	.	3
C[C@H]1CN([C@@H](C)CO)C(=O)c2cc(/C=C/c3ccccc3)cnc2O[C@@H]1CN(C)C(=O)NC1CCCCC1	-5	0	28	4	5	-32	-12	-4
COc1ccc(CNC(=O)COC(=O)CCC2CCCCC2)cc1	17	1	3	-2	9	15	-2	-6
CCN(CC)CCNC1=NCCn2c1cc1cc(OC)ccc12	-3	-1	-24	6	-25	.	.	6
CC(/C=C/c1ccco1)=N\NC(=O)c1cc(Cl)ccc1O	-3	.	.	.	.	2	2	6

Grouped by structure, those above with two or more sulfur atoms (2)
SMILES	PAX8 reporter	Cneo AK release	C2C12 statin	PglD inh	PGC1a acetyl inh	INS-1E GSIS act	LGR2 inh	ARNT-TACC3 inh
CCOC(=O)c1c(N)sc2c1CCSC2	.	-1	6	-5	6	20	0	6
O=C(CCn1c(=O)sc2ccccc21)NC1=NCCS1	.	-2	-21	2	11	6	-1	29

Compound profiles, from the list above:
O=C(O)CC(CC(=O)Nc1ccc(-n2ccc(C(F)(F)F)n2)cc1)c1ccccc1 (stereo unspecified) across the screens: PAX8 reporter: -38; Cneo AK release: -1; C2C12 statin: -2; PglD inh: 1; PGC1a acetyl inh: 3; INS-1E GSIS act: .; LGR2 inh: .; ARNT-TACC3 inh: 3
CC(/C=C/c1ccco1)=N\NC(=O)c1cc(Cl)ccc1O across the screens: PAX8 reporter: -3; Cneo AK release: .; C2C12 statin: .; PglD inh: .; PGC1a acetyl inh: .; INS-1E GSIS act: 2; LGR2 inh: 2; ARNT-TACC3 inh: 6

Some of these compounds in order of heavy-atom count, smallest number first:
SMILES	PAX8 reporter	Cneo AK release	C2C12 statin	PglD inh	PGC1a acetyl inh	INS-1E GSIS act	LGR2 inh	ARNT-TACC3 inh
O=C(CCn1c(=O)sc2ccccc21)NC1=NCCS1	.	-2	-21	2	11	6	-1	29
O=C(NCCc1ccc(F)cc1)C1CCC(=O)N(CC2CCCCC2)C1 (stereo unspecified)	-12	-3	-2	11	.	4	-3	.
O=C(c1noc2c1CCCCC2)N1CCN(C(c2ccccc2)c2ccccc2)CC1	-9	.	.	.	5	-5	-10	0

Later entries.
SMILES	PAX8 reporter	Cneo AK release	C2C12 statin	PglD inh	PGC1a acetyl inh	INS-1E GSIS act	LGR2 inh	ARNT-TACC3 inh
COc1ccc(OCCOCCOc2ccc(C)cc2[N+](=O)[O-])cc1	-26	-4	5	3	4	-4	1	-4
CCCC#Cc1cnc2c(c1)C(=O)N([C@H](C)CO)C[C@H](C)[C@@H](CN(C)Cc1ccncc1)O2	-15	-1	15	-2	-9	-11	1	.
O=C(O)CCC(=O)NNC(=O)COc1cccc(Cl)c1	-3	.	-17	.	8	-10	-8	14
CCC(=O)N1C[C@@H](O)COC[C@@H]2O[C@H](CC(=O)NCc3cc(F)cc(F)c3)CC[C@H]21	4	-3	-4	4	3	1	-1	-12
Nc1ccc(CCc2ccccn2)cc1	-85	-3	-1	0	-3	.	-26	2
N/N=C(\c1ccccc1)C12CN3CN(CN(C3)C1)C2	-10	.	.	.	.	2	10	5
Cn1c(NC(=O)C[n+]2cc(-c3ccc(Cl)cc3)n3c2CCC3)cc(=O)n(C)c1=O	18	.	.	.	.	-11	8	-17
Cc1ccc(S(=O)(=O)C(NC(=O)c2ccccc2)=C(Cl)Cl)cc1	10	-2	6	1	-60	.	.	-3
CC=Cc1ccc2n(c1=O)C[C@H]1[C@H](CO)[C@@H](C(=O)NCC)[C@@H]2N1Cc1nccs1 (mixture of isomers)	-7	1	-5	1	.	11	3	-6
CCN(CC(=O)Nc1c(F)cccc1F)C(=O)CCN1C(=O)C2CC=CCC2C1=O (stereo unspecified)	-7	0	15	4	9	7	-17	3
O=C(c1ccccc1)N1CCN(Cc2ccc3c(c2)OCO3)CC1	34	-3	2	4	4	9	-7	-1
Cc1c(NC(=O)c2ccco2)c(=O)n(-c2ccccc2)n1C	5	-1	-12	2	5	-2	0	-9
CON(C)C(=O)C[C@@H]1C[C@H](OC(=O)c2ccc([N+](=O)[O-])cc2)CN1C(=O)OC(C)(C)C	6	1	12	-5	7	-16	11	-2
CCCCn1c(NC(C)=O)c(C#N)c2nc3ccccc3nc21	-11	1	-9	-8	6	.	.	-1
CC12CCC(C/C1=N/O)C2(C)CBr (stereo unspecified)	-4	.	2	.	6	11	13	0
COc1ccc(CCNC(=O)c2ccc(N3CCCC3=O)cc2)cc1	.	2	114*	-5	5	.	.	-4
CCOC(=O)C1=C(C)N(CC)C(=S)NC1c1ccccc1OC(F)F (stereo unspecified)	-3	.	.	.	.	1	5	9
CC(=O)c1ccc(NC(=O)CN2CCN(c3ncccn3)CC2)cc1	6	-1	11	8	6	.	.	-1
CN(Cc1ccccc1)Cc1c(O)ccc2ccccc12	2	-1	-1	-6	.	-12	-2	-9
C[C@@H]1CN([C@@H](C)CO)C(=O)c2cc(NC(=O)CCC(F)(F)F)ccc2O[C@@H](C)CCCCO[C@@H]1CN(C)C(=O)Cc1ccccc1	-2	-2	2	-1	4	-4	12	-15
COCCOC(=O)C1=C(C)NC(=O)NC1c1c(Cl)nc2ccccn2c1=O (stereo unspecified)	.	1	.	11	-2	-4	-21	0
OC(c1ccccc1)c1nccc2ccccc12 (stereo unspecified)	12	.	.	.	.	12	-4	-2
COCc1cn(CC[C@H]2CC[C@H](NC(=O)Nc3ccc(F)cc3)[C@@H](CO)O2)nn1	-8	9	1	1	-5	4	-14	-6
CCN(CC(=O)NC1CCS(=O)(=O)C1)S(=O)(=O)c1ccc(F)cc1 (stereo unspecified)	-12	.	1	.	.	19	17	-8
C[C@H](CO)N1C[C@H](C)[C@H](CN(C)Cc2ccncc2)Oc2c(NC(=O)Nc3ccc(F)cc3)cccc2C1=O	-11	-4	-3	-12	-2	4	-3	-3
Cc1ccc(S(=O)(=O)N2CCNC(=O)C2)c(C)c1	-10	4	29	1	-6	12	-8	.
O=C(N/N=C/c1ccc(O)cc1)NC12CC3CC(CC(C3)C1)C2	-11	0	-22	-2	-5	-38	10	3
CC(C)c1ccccc1NC(=O)c1cnccn1	.	1	65	-2	-9	30	-13	4
CCNC(=O)C[C@@H]1CC[C@H]2[C@@H](COc3ccc(NC(=O)C4CCCCC4)cc3C(=O)N2C)O1	-9	2	-14	-1	1	3	1	-10
CC(=O)Nc1ccc(S(=O)(=O)N[C@@H](C)C(=O)N2CCN(C/C=C/c3ccccc3)CC2)cc1	.	1	1	0	.	.	.	15
COc1cc2c(cc1NC(=O)COC(=O)C(CCSC)NC(=O)c1ccccc1Cl)oc1ccccc12 (stereo unspecified)	62*	.	.	.	.	1	-20	-4
C[C@@H]1CN([C@@H](C)CO)C(=O)c2cccc(NC(=O)C3CC3)c2O[C@@H]1CN(C)Cc1ccc(Oc2ccccc2)cc1	.	16	-15	14	3	-7	2	-6
C[C@@H]1CN([C@@H](C)CO)C(=O)c2ccccc2-c2ccccc2CO[C@@H]1CN(C)C(=O)c1ccccc1	.	-2	-23	4	-10	0	10	-1
COc1ccc(/C(C)=N/N2C(C)CCCC2C)c(OC)c1 (stereo unspecified)	4	1	-14	7	2	16	1	-6
Fc1cccc2ncnc(OCc3ccccc3)c12	7	.	.	.	.	3	-6	1
CCCNC(=O)N1[C@H](CO)[C@H](c2ccccc2)C12CN(C(=O)c1cccnc1)C2	-15	.	.	.	-10	22	7	.
COc1ccc(Cl)cc1NC(=O)C1(c2cccs2)CCOCC1	-17	.	.	.	-17	-12	5	-30
Cc1ccc(S(=O)(=O)Nc2ccccn2)cc1[N+](=O)[O-]	10	1	.	-4	4	6	12	-5
COC(=O)c1sccc1NC(=O)Nc1ccccc1F	3	-1	.	-7	.	6	-6	1
OC[C@@H]1[C@H](c2ccc(C3=CCCC3)cc2)[C@H]2CN(Cc3ccncc3)CCCCN12	-13	52	19	1	10	-18	-7	-5
Cc1cc(C)n(C(=O)CNC(=O)Cc2ccccc2)n1	.	-1	18	-6	-6	.	.	-6
CC(=O)c1cccc(S(=O)(=O)Nc2c(C)nn(C)c2C)c1	-13	2	0	-1	.	8	2	4
COc1cc2c(cc1OC)-c1cc(Nc3ccc(N(C)C)cc3)nc(=O)n1CC2	-16	.	.	.	.	79*	-16	45*
COc1ccc(CN(C(=O)c2snc(C(N)=O)c2N)C(C(=O)NC(C)(C)C)c2ccco2)cc1 (stereo unspecified)	.	.	-10	.	-9	-11	-8	0
CC(C(=O)NCc1ccccc1Cl)n1cc([N+](=O)[O-])cn1 (stereo unspecified)	27	-2	-4	3	1	6	-1	-34
CC1CCCCN1C(=O)C(=O)c1cn(CC(=O)N2CCCC2)c2ccccc12 (stereo unspecified)	17	2	-1	-2	-7	4	16	-5
COc1ccc(CCNC(=O)c2ccc3c(c2)N(Cc2ccc(C)cc2)CCS3)cc1OC	.	0	9	4	-5	.	.	-2
C[C@H]1CN([C@@H](C)CO)C(=O)c2c(c3ccccc3n2C)-c2ccccc2CO[C@@H]1CN(C)C(=O)[C@@H](Cc1ccccc1)N(C)C	-2	-5	.	0	-1	3	5	25
CCOc1cc([C@H]2[C@@H]3CCCC[C@]3(O)CCN2CC(=O)NCc2ccco2)ccc1O	11	2	1	-1	2	.	.	1
C[C@H](CO)N1C[C@H](C)[C@@H](CN(C)C(=O)Nc2ccc3c(c2)OCO3)Oc2ccc(NC(=O)CCN3CCOCC3)cc2CC1=O	-24	7	-23	-3	-1	24	3	50*
O=C(Nc1ccccc1Cl)c1csc(-c2cccnc2)n1	-20	-4	1	1	6	-1	-51	0
